# FAK inh – inhibitors of human focal adhesion kinase. biochemical FAK kinase activity assay. 97,000 tested, 0.84% active. AID 727. Q05397. inhibition, %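 (tested at 7 µM)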; in the data active means inhibition above about 19%;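 further: 0% = DMSO and 100% = reference compound high control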
# PTPN22 act – increases human PTPN22 phosphatase activity. recombinant LYP, DiFMUP fluorescence; 0 = plate median, 100 = signal doubled. activation, % at 2 µM. 96,000 tested, 0.11% active;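 active means activation at 2 µM above a set limit, the mean plus 5 SD, cut at about 37% in these data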
# ERa SRC1 inh – blocks coactivator binding to human estrogen receptor alpha; AID 629; inhibition, % at 25.6 µM; TR-FRET ER-alpha LBD / SRC-1 peptide, estradiol-bound; 86,000 tested, 1.7% active; in the data active means inhibition above about 50%;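 further: 0% = receptor plus peptide control and 100% = peptide only without receptor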
# PTPN22 inh 2 – blocks human PTPN22 phosphatase activity; recombinant LYP catalytic domain, DiFMUP fluorescence; inhibition, % at 2 µM; 96,000 tested, 0.21% active;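 active means inhibition at 2 µM at or above a set limit, the screen mean plus 3 SD, cut at about 24% in these data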;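 further: 0% = DMSO with enzyme and 100% = enzyme fully blocked by orthovanadate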
# IL1B cytotox – HUVEC cytotoxicity counter-screen, IL-1B stimulated. AID 845. cell count reduction, % at 2 µM. HUVEC cell count loss, Hoechst imaging. 94,000 tested, 0.41% active;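 active means cell count reduction more than 3 SD above the screen-wide mean, cut at about 70% in these data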;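 further: normalized per plate to untreated control cells as the no-loss baseline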
# cytoskel mod – cytoskeleton assembly modification. HUVEC TNFa F-actin phalloidin imaging, high content. inhibition, % at 2 µM. 91,000 tested, 0.18% active. AID 836;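 active means inhibition above the batch mean plus 3 SD and confirmed as a hit by visual image inspection, cut at about 30% in these data, passing the limit was not always enough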; further: strong numbers were not always called active
# HUVEC tox TNFa – HUVEC cytotoxicity counter-screen, TNF alpha stimulated; HUVEC TNFalpha-stimulated, Hoechst cell count, imaging; cell count reduction, % at 2 µM; 93,000 tested, 0.17% active; AID 848;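 active means cell count reduction exceeding the screen mean by over 5 SD, scaled to untreated wells per plate, cut at about 78% in these data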;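 further: cells counted after 24 h of TNF alpha exposure following the 1 h pretreatment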
# VCAM1 TNFa inh – reduces TNF alpha induced VCAM1 expression in HUVEC | HUVEC TNFa-induced VCAM-1 immunofluorescence, high-content imaging | inhibition, % at 2 µM | 95,000 tested, 0.48% active | AID 802;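 active means inhibition above the batch mean plus 3 SD, with images confirmed as a hit by eye, cut at about 37% in these data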;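 further: 0% = TNF-stimulated DMSO wells and 100% = unstimulated control wells; not every result past the cut was called active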
# PTK2B oligo ant – Pyk2 (human) oligomerization antagonism | Q293 cells, Pyk2 FERM NanoBiT luminescence; hits give low values | z-score (the deposit names both 25 µM and 10 µM) | 99,000 tested, 0.83% active | AID 1347419;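 active means Z-score of -3 or lower, scaled per plate to the spread of control and sample wells; inactive means z-score above -3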;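 further: negative z-score means lost luminescence so less FERM oligomerization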
# Target sequence (Q14289 whole entry, looked up): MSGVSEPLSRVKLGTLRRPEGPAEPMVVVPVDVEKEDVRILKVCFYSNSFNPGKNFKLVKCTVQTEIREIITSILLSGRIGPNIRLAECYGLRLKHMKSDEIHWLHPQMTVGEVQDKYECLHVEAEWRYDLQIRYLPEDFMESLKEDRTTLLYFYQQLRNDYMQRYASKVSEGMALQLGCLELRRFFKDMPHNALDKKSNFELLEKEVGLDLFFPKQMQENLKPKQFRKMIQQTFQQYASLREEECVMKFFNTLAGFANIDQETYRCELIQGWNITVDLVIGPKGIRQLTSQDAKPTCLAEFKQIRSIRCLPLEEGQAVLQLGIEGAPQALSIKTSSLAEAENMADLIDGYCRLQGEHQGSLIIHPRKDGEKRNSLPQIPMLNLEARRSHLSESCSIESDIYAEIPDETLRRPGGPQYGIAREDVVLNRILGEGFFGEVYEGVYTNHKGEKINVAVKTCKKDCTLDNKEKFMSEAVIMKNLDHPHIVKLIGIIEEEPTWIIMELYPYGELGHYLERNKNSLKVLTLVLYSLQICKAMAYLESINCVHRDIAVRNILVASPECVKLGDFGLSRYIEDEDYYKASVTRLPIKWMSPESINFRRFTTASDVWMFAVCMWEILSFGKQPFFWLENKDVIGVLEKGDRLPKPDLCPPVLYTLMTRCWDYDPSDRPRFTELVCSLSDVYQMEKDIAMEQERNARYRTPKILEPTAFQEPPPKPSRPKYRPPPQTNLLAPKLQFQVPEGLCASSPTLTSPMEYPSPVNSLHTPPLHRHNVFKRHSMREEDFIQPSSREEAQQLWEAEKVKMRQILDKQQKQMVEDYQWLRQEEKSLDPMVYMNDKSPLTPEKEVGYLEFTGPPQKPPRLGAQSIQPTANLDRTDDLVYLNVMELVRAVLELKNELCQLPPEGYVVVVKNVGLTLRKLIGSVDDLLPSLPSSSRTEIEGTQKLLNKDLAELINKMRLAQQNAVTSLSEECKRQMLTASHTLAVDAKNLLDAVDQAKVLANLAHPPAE
# * = called active by the depositor; x = not tested or not shown; [ ] = another dose, or the depositor's remark. Random draw from the library, and some 3.8% of all compounds hit somewhere here.
SMILES,FAK inh,PTPN22 act,ERa SRC1 inh,PTPN22 inh 2,IL1B cytotox,cytoskel mod,HUVEC tox TNFa,VCAM1 TNFa inh,PTK2B oligo ant
COC(=O)C1=C(C)NC(C)=C(C(=O)OC)C1C(=O)OCCN1C(=O)c2ccccc2C1=O,-2,1,-1,0,-38,-7,-18,8,0.18
Cn1ncc(Cl)c1C(=O)Nc1ccncc1,-2,3,-6,-6,-15,-6,-7,4,0.65
C/C(=C\c1ccccc1)C(=O)n1nnc2ccccc21,3,-1,x,5,-10,12,-3,2,0.45
Clc1cc2nc3ccccn3c2cc1Cl,13,1,-3,0,10,-11,-18,15,-1.4
Cc1cccc(-n2c(O)c(C=Nc3c(C)n(C)n(-c4ccccc4)c3=O)c3ccccc3c2=O)n1,-1,2,1,-2,-1,-4,-30,-3,-0.69
CSc1nccn1CC(=O)Nc1ccc(F)cc1,-2,8,5,-10,-53,x,-16,-2,0.28
Clc1ccc(-n2ncc3c(NCc4cccs4)ncnc32)cc1,1,3,-5,-6,-18,x,x,x,-0.1
COc1cccc(C(=O)N/N=C/c2ccc(OC3CSC3)cc2)c1,3,-5,x,0,7,-135,94*,x,0.4
COc1ccccc1NC(=O)C1C2CCCCC21 (configuration not stated),1,-10,6,7,-7,46,-16,5,-1.3
NC(=O)C1(N2CCCCC2)CCN(C(=O)Nc2ccccc2C(F)(F)F)CC1,1,-2,-15[fluorescence artefact?],1,-19,2,x,-10,x
O=C(NCC(=O)N1CCC(N2CCCCC2)CC1)C1CCCCC1,0,-3,-7,3,3,9,3,0,0.72
CCC(NC(=O)C1(C)CC1(Br)Br)c1ccc(C)cc1 (configuration not stated),5,-3,x,6,9,12,-35,4,-0.56
CCCNc1cc(=O)n(C)c(=O)n1C,-1,-26,-7,25*,-8,0,-22,-2,0.36
COc1ccc(-c2nnc(-c3ccc(N)cc3)o2)cc1,-2,10,0,-16,-13,-26,-3,8,-1.7
Cc1c(C(=O)O)oc2ccc(S(=O)(=O)NCc3ccc4c(c3)OCO4)cc12,4,-2,-34,-1,22,3,-3,-2,-0.37
Cc1ccc(-n2c(-c3ccncc3)nnc2-c2ccco2)cc1,-2,9,-17,-12,-8,-5,-18,0,-0.22
CCN(CC)CCCn1c(=S)[nH]c2cc(OC)c(OC)cc2c1=O,-1,2,0,-3,-21,0,-7,6,0.45
COc1cc(OC)c(/C=N/NC(=O)c2ccc([N+](=O)[O-])cc2)cc1Br,5,0,x,5,-28,39,-34,11,-0.76
CCc1ccc(OCCNC(=O)c2ccccc2SCc2ccc(F)cc2)cc1,5,-15,x,14,-33,8,-12,12,-0.04
O=C(Nc1ccc(-n2nncc2-c2ccco2)cc1)c1cccc(F)c1,-3,-2,16[fluorescence artefact?],0,-59,-4,-31,-5,-1.1
Cn1nnnc1SCC(=O)Nc1c(Cl)cccc1Cl,1,-4,-5,3,20,8,26,24,0.23
CC(=O)C1=C(C)NC(=O)NC1c1cc(Br)ccc1OCC(N)=O (configuration not stated),-1,-8,6,4,23,17,-28,-10,0.67
CC(C)C(C(=O)NCc1ccco1)N(C(=O)CNS(=O)(=O)c1ccc(Cl)cc1)C1CCCC1 (configuration not stated),-8,4,6,-3,-30,-24,-6,11,0.17
CC1=Nn2c(nnc2-c2ccccc2)SC1,0,-7,-4,10,4,1,-21,29,0.5
CCOC(=O)c1cccc(NC(=O)CSc2nc3ccccc3c(=O)n2CC)c1,-1,-5,43[fluorescence artefact?],4,-42,-10,9,14,-0.94
SMILES,FAK inh,PTPN22 act,ERa SRC1 inh,PTPN22 inh 2,IL1B cytotox,cytoskel mod,HUVEC tox TNFa,VCAM1 TNFa inh,PTK2B oligo ant
COCCNC(=O)c1ccc2c(c1)nc(C)n2-c1cc(OC)c(OC)c(OC)c1,0,17,10[fluorescence artefact?],-19,-1,4,-20,-3,0.38
CCCCS(=O)(=O)Nc1ccc(Cc2ccncc2)cc1,5,-4,-1,6,-32,-15,9,15,-0.57
COc1ccc(OC)c(/C=N/NC(=O)CSc2nnc(C)n2-c2ccccc2)c1,-9,3,x,1,-3,14,7,1,0.78
O=C(CCn1[nH]c(=O)c2ccccc2c1=O)NCCO,-3,20,3,-16,25,19,4,17,0.27
O=c1[nH]c2ccccc2nc1C(Cl)c1ccccc1 (configuration not stated),-1,9,-4,-8,-4,5,-25,21,x
Clc1cccc(/C=N/Nc2nc(Cl)nc3ccccc23)c1,3,-3,x,2,-61,-16,-6,18,-0.65
COc1cccc(Oc2ccc(N)cc2)c1,2,0,-1,-1,-14,-16,6,-12,0.83
COCCn1c(-c2ccc(OC)cc2)cnc1SCC(=O)Nc1cc(C)on1,8,-5,-5,4,13,-2,-10,12,-0.08
CCOC(=O)C1CCN(C(=O)CN(Cc2ccccc2)S(C)(=O)=O)CC1,1,4,-1,-5,-4,3,x,36,2.4
Cn1cc(C(=O)N2CCN(c3ccccn3)CC2)c(=O)c2cc(S(=O)(=O)N3CCOCC3)ccc21,0,-10,0,10,-16,7,-33,6,-0.94
COc1ccc(C(C(=O)OCCN(C)C)c2ccccc2)cc1 (configuration not stated),2,5,x,-5,0,7,-23,7,-0.09
Cc1ccc(C2C(C#N)=C(N)Oc3n[nH]c(-c4cccs4)c32)cc1 (configuration not stated),-1,-2,-8,1,-13,2,-44,-2,0.58
CC(=O)c1cccc(NC(=O)N[C@@H](CC(C)C)C(=O)O)c1,-4,-3,0,2,16,21,-24,4,0.37
Cc1c(C)n(C(=O)CN2CCN(c3ccccc3)CC2)c2ccccc12,2,28,1,-29,-14,-4,-5,-5,1
COCCCNC(=O)c1cc(C)nc2ccc(F)cc12,0,0,-4,-3,3,23,-34,19,0.21
COCC(C)NC(=O)COc1ccc(Cl)cc1Cl (configuration not stated),1,9,3,-13,-3,13,-17,-14,0.64
Cc1ccn2c(NC3CCCCC3)c(C(C)C)nc2c1,2,6,3,-6,-23,-8,-26,8,-0.31
CCCCOc1ccccc1NC(=O)CSc1nnnn1C(C)(C)C,-3,1,-8,0,-20,-55,-6,-1,-1.6
Cc1cnc(C(=O)Nc2ccccc2-c2nnn(CC(=O)NC3CCCC3)n2)cn1,-5,4,45[fluorescence artefact?],-4,1,-5,-10,-7,0.23
c1ccc(Sc2nc(N3CCCCC3)nc(N3CCCCC3)n2)nc1,3,6,-5,-4,9,-12,-13,22,-1.2
Cc1cc(-n2c(C)cc(C(=O)CN3C(=O)NC4(CCCC4)C3=O)c2C)no1,2,1,x,-1,39,-10,-26,-8,0.29
COC(=O)c1ccccc1NC(=O)CN(C)S(=O)(=O)c1cc(C)ccc1OC,-1,-5,2,2,-26,-3,-5,6,-0.08
O=C(NCc1ccccc1)N1CCN(c2ccccc2F)CC1,10,7,5,-9,-2,6,9,-12,0.18
CC(=O)Nc1ccc2c(c1)nc(CCN1CCOCC1)n2C,-3,-1,-5,0,-7,-81,-10,12,-0.07
O=C(c1ccccc1)N(Cc1ccc2c(c1)OCO2)Cc1nc2ccccc2c(=O)[nH]1,-3,-1,-32,-1,-20,40,-10,5,-2

# Reprinted from the part before: two compounds, followed by the next part.
SMILES,FAK inh,PTPN22 act,ERa SRC1 inh,PTPN22 inh 2,IL1B cytotox,cytoskel mod,HUVEC tox TNFa,VCAM1 TNFa inh,PTK2B oligo ant
CC(=O)Nc1ccc2c(c1)nc(CCN1CCOCC1)n2C,-3,-1,-5,0,-7,-81,-10,12,-0.07
O=C(c1ccccc1)N(Cc1ccc2c(c1)OCO2)Cc1nc2ccccc2c(=O)[nH]1,-3,-1,-32,-1,-20,40,-10,5,-2
CCCOC(=O)Cc1c(O)c2ccccc2[nH]c1=O,0,5,1,-5,-31,-9,-19,19,0.72
Nc1nnc(C(=O)c2ccccc2N)s1,3,5,2,-8,-28,2,0,1,-1
COc1ccc(NC(=O)c2cncc(Br)c2)c(S(=O)(=O)N2CCOCC2)c1,-1,-2,0,0,-29,22,-70,-43,-0.03
Cc1ccc(C(=O)Nc2sc(C)c(-c3ccccc3)c2C(N)=O)cc1[N+](=O)[O-],0,4,x,-7,-3,4,-27,-8,-2.9
CC(C)CC(NC(N)=O)C(=O)OCC(=O)NC(=O)NC1CCCC1 (configuration not stated),-2,-10,-5,11,5,-11,-7,-1,0.28
COc1ccc(S(=O)(=O)NCCSCc2ccco2)cc1,1,-10,31[fluorescence artefact?],9,2,1,-39,5,1.2
CNc1nc(OCC(F)(F)F)nc(N2CCN(C34CC5CC(CC(C5)C3)C4)CC2)n1,0,-5,-9,6,-29,7,-20,-23,x
NC(=O)C1CCN(c2ncnc3c(-c4ccccc4)nsc23)CC1,-1,-4,-4,2,-13,19,-23,-46,-0.36
Cc1nc2nc(-c3cccnc3)nn2c(C)c1Cl,12,6,-1,-8,-13,3,x,-15,0.39
Cc1csc(C(C#N)C(=O)c2ccc(S(=O)(=O)N3CCCC3)cc2)n1 (configuration not stated),-2,-7,12,5,13,-10,-16,-45,-0.7
Cc1ccc(C#N)c(SCc2cc3c(cc2Cl)OCO3)n1,2,-4,-4,1,x,8,-13,23,-0.74
O=C(NCc1ccc(F)cc1)c1cc2c(s1)CCCC2,4,16,x,-20,-2,-4,-11,-2,-0.02
Cn1c(=NCC(O)COc2ccccc2)sc2ccccc21 (configuration not stated),-9,19,-4,-22,-9,-11,-29,2,0.03
CCOC(=O)c1sc(C)c2c(=O)n(CC(=O)c3ccc(Br)cc3)nnc12,2,-13,-2,15,-24,3,-3,3,1.4

# 14 compounds out of the list, sorted by number of heavy atoms, largest number first:
SMILES,FAK inh,PTPN22 act,ERa SRC1 inh,PTPN22 inh 2,IL1B cytotox,cytoskel mod,HUVEC tox TNFa,VCAM1 TNFa inh,PTK2B oligo ant
O=C(c1ccccc1)N(Cc1ccc2c(c1)OCO2)Cc1nc2ccccc2c(=O)[nH]1,-3,-1,-32,-1,-20,40,-10,5,-2
CNc1nc(OCC(F)(F)F)nc(N2CCN(C34CC5CC(CC(C5)C3)C4)CC2)n1,0,-5,-9,6,-29,7,-20,-23,x
Cc1ccc(C(=O)Nc2sc(C)c(-c3ccccc3)c2C(N)=O)cc1[N+](=O)[O-],0,4,x,-7,-3,4,-27,-8,-2.9
Cc1cc(-n2c(C)cc(C(=O)CN3C(=O)NC4(CCCC4)C3=O)c2C)no1,2,1,x,-1,39,-10,-26,-8,0.29
CCOC(=O)c1sc(C)c2c(=O)n(CC(=O)c3ccc(Br)cc3)nnc12,2,-13,-2,15,-24,3,-3,3,1.4
c1ccc(Sc2nc(N3CCCCC3)nc(N3CCCCC3)n2)nc1,3,6,-5,-4,9,-12,-13,22,-1.2
NC(=O)C1CCN(c2ncnc3c(-c4ccccc4)nsc23)CC1,-1,-4,-4,2,-13,19,-23,-46,-0.36
O=C(NCc1ccccc1)N1CCN(c2ccccc2F)CC1,10,7,5,-9,-2,6,9,-12,0.18
CC(=O)Nc1ccc2c(c1)nc(CCN1CCOCC1)n2C,-3,-1,-5,0,-7,-81,-10,12,-0.07
Cc1ccc(C#N)c(SCc2cc3c(cc2Cl)OCO3)n1,2,-4,-4,1,x,8,-13,23,-0.74
O=C(NCc1ccc(F)cc1)c1cc2c(s1)CCCC2,4,16,x,-20,-2,-4,-11,-2,-0.02
CCCOC(=O)Cc1c(O)c2ccccc2[nH]c1=O,0,5,1,-5,-31,-9,-19,19,0.72
Cc1nc2nc(-c3cccnc3)nn2c(C)c1Cl,12,6,-1,-8,-13,3,x,-15,0.39
Nc1nnc(C(=O)c2ccccc2N)s1,3,5,2,-8,-28,2,0,1,-1

# Screening results (PubChem)
